Assay outcomes deposited in PubChem by Sanford-Burnham Center for Chemical Genomics.
mIAP activ – mouse IAP activation; muIAP, CDP-Star luminescence, 30 min; hits give high values; 1 = vehicle-only enzyme signal, 0 = enzyme-free wells; activation factor at 10 µM; hit rate 0.24% among 330,000; AID 2805;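 active = activation factor of at least 2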; note: the source names both 10 and 20 µM as test concentration; values of inactives mirror those of a sister screen read the other way
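System: mouse IAP enzyme. Reagent: CDP-Star chemiluminescent phosphatase substrate. Benchmarks: DMSO wells, no-enzyme wells. Times: 30 min enzyme-substrate-compound incubation at room temperature. Detection: luminescence from enzymatic CDP-Star hydrolysis. Doses: test compounds delivered from DMSO solution.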
hIAP inh – human IAP inhibition; hit rate 0.12% among 330,000; AID 2544; purified IAP, CDP-Star luminescence, 30 min; P09923; inhibition, % at 10 µM;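 active = inhibition reaching a set limit with compound at 10 µM in the primary screen, cut at about 35% in these data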;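 note: plate controls were DMSO wells with enzyme for no effect and no-enzyme buffer wells for full effect; values of inactives mirror those of a sister screen read the other way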
Target sequence (P09923 whole entry, looked up): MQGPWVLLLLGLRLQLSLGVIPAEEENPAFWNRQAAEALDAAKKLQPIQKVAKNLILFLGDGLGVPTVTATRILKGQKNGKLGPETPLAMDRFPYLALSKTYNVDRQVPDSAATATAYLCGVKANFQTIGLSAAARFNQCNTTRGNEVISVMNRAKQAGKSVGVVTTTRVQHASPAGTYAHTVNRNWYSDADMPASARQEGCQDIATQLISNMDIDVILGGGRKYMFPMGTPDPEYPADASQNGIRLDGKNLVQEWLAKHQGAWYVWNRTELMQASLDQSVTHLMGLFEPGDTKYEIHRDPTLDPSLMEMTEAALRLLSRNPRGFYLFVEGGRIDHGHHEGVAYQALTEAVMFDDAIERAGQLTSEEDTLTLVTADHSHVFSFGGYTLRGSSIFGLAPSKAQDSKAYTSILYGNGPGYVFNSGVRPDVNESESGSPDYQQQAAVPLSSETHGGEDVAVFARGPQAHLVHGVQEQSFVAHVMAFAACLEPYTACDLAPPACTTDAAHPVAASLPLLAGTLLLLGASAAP
tim10-1 inh – inhibits growth of tim10-1 mutant yeast; S. cerevisiae tim10-1 ts strain growth, BacTiter-Glo, 24 h; inhibition, % at 20 µM; hit rate 2.2% among 330,000; AID 463190;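 active = inhibition of at least 40%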;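 note: mutant grown at 25 °C; 0% = DMSO wells with yeast and 100% = wells holding no yeast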
A3A deaminase – blocks human APOBEC3A ssDNA deamination | P31941 | recombinant A3A, FAM/TAMRA ssDNA deamination fluorescence | inhibition, % at 20 µM | hit rate 0.41% among 330,000;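 active = at least 40% inhibition at 20 µM here, with at most 30% in a related deaminase screen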;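 note: plate controls were A3A with DMSO for no effect and wells lacking A3A enzyme for full effect; some results filed as inactive read as strong as hits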
Target sequence (P31941 whole entry, looked up): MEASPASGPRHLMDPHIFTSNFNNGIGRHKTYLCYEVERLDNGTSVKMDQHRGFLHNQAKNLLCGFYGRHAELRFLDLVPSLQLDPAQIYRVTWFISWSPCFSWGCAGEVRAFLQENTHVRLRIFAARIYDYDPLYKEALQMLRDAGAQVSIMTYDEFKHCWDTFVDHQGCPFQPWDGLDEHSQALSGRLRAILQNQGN
TIM10 inh – TIM10 yeast growth inhibition; S. cerevisiae TIM10 strain growth, BacTiter-Glo luminescence, 24 h; inhibition, % at 10 µM; hit rate 1.4% among 330,000;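 active = inhibition of 40% or more at the single tested concentration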;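 note: wild-type TIM10 isogenic control strain grown at permissive 25 °C; 0% = DMSO yeast wells and 100% = minimal medium wells without yeast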
NALP3 yeast inh – blocks the NALP3 inflammasome reconstituted in yeast; Yeast reconstituted NLRP3/ASC/caspase-1, beta-gal luminescence, 24 h; inhibition, % at 10 µM; hit rate 0.39% among 330,000; AID 2825;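 active = inhibition of 50% or more; inactive = inhibition below 50%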;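 note: plate controls were induced DMSO wells for no effect and uninduced yeast grown without galactose for full effect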
MIN6 prolif – MIN6 beta-cell proliferation induction | proliferation, % at 10 µM | MIN6 cells proliferation, ATPlite luminescence, 48 h; cells starved in 0.2% serum; 100% = growth in 10% serum | AID 2380 | hit rate 0.29% among 330,000;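 active = compounds whose signal lies at least 3.5 SD above the mean of all wells on their plate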;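 note: 0% = DMSO-treated cells in low-serum medium and 100% = 10% serum control; some compounds called inactive have numbers as strong as hits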
mIAP inh – blocks mouse intestinal alkaline phosphatase; purified mouse IAP, CDP-Star luminescence, 30 min; inhibition, % at 10 µM; hit rate 0.2% among 330,000;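 active = inhibition of at least 40% at 10 µM in the primary screen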;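 note: plate controls were DMSO with enzyme for no effect and no enzyme wells for full effect; values of inactives mirror those of a sister screen read the other way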
APOBEC3G inh – blocks human APOBEC3G single-stranded DNA deamination; inhibition, % at 20 µM; Q9HC16; hit rate 0.28% among 330,000; recombinant A3G, ssDNA deamination FAM/TAMRA fluorescence;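 active = inhibition of at least 40% at 20 µM, with no more than 30% in the related APOBEC3A deaminase screen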;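 note: plate controls were DMSO wells with A3G for no effect and wells lacking A3G enzyme for full effect; some compounds called inactive have numbers as strong as hits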
* hit, by the source's call; & = joins results of further samples. Rows are unselected; 4.6% or so of the library scored in one or more.

Values run as follows: mIAP activ | hIAP inh | tim10-1 inh | A3A deaminase | TIM10 inh | NALP3 yeast inh | MIN6 prolif | mIAP inh | APOBEC3G inh
CCOC(=O)c1cc(-c2ccccc2)nn1CC1CC(c2cccc([N+](=O)[O-])c2)=NO1 (stereo not drawn)
 : 0.89 | 3 | 35 | -2 | 0 | 4 | 1 | 11 | -4
COc1cccc(C(=O)N2N=C(c3ccccn3)CC2(O)C(F)(F)F)c1 (stereo not drawn)
 : 0.95 | -10 | 12 | 2 | 4 | 10 | -5 | 5 | -2
CCCC(=O)N1CCN(c2nc3ccccc3s2)CC1
 : 1 | -11 | -3 | 3 | 11 | 25 | -3 | -3 | 2
CCOC(=O)COc1ccc(C(=O)CC)cc1OC
 : 0.99 | 11 | 19 | -1 | -6 | 21 | -2 | 1 | -2
CCCCC[C@@H]1C=C(C(=O)O)[C@H](c2cccc(C)c2)N1S(=O)(=O)c1ccc(C)cc1
 : 0.99 | -4 | 20 | 0 | 12 | 7 | -3 | 1 | -7
CCN(C(C)=O)c1nc(CSc2nnc(NC(C)C)s2)cs1
 : 0.98 | 12 | 22 | 0 | 11 | 13 | -4 | 2 | -5
COCCCNC(=O)Cn1nc(-c2cccc(OC)c2)ccc1=O
 : 1 | -16 | 11 | -5 | -11 | 8 | 0 | -3 | -11
C[C@H]1O[C@@H](O[C@H]2[C@@H](O)C[C@H](O[C@H]3[C@@H](O)C[C@H](O[C@H]4CC[C@@]5(C)[C@H](CC[C@@H]6[C@@H]5C[C@@H](O)[C@]5(C)[C@@H](C7=CC(=O)OC7)CC[C@]65O)C4)O[C@@H]3C)O[C@@H]2C)C[C@H](O)[C@@H]1O
 : 0.91&0.93 | 8&12 | 7&-3 | -1&0 | 10&4 | 19&19 | -4&2 | 9&7 | 1&-4
Cc1occc1C(=O)N(C)CC1CCCN(CCc2ccccc2F)C1 (stereo not drawn)
 : 1.1 | -13 | -3 | -8 | -2 | 17 | 1 | -7 | -5
COc1cc(OC)cc(-c2cc(NC(C)=O)n[nH]2)c1
 : 1 | 3 | 6 | 3 | -3 | -14 | 4 | -3 | 0
Cc1ccc(Nc2nc(-c3ccccc3)c(CC(=O)O)s2)cc1
 : 0.84 | 4 | 38 | 1 | 19 | 16 | 0 | 16 | -3
S=C(NCCc1ccccc1)NC1CCCCCC1
 : 1.3 | -1 | 36 | 1 | 29 | 30 | -2 | -26 | -3
C=CCOC(=O)C1=C(C)N=C2SCCC(=O)N2C1c1cccs1 (stereo not drawn)
 : 0.96 | 6 | 19 | -1 | -7 | 21 | -2 | 4 | -8
O=S1(=O)CCN(C(CO)c2ccccc2)CC1 (stereo not drawn)
 : 1 | -8 | 5 | 2 | -10 | -7 | -2 | -1 | -2
COc1ccccc1OC(C)C(=O)Nc1ccc2c(c1)OCCO2 (stereo not drawn)
 : 1 | 12 | 10 | 2 | -9 | 22 | 3 | -4 | -6

Values run as follows: mIAP activ | hIAP inh | tim10-1 inh | A3A deaminase | TIM10 inh | NALP3 yeast inh | MIN6 prolif | mIAP inh | APOBEC3G inh
C=CCN1C(=O)C(Cc2ccc(SC(F)F)cc2)SC1=Nc1ccc(C(=O)O)cc1 (stereo not drawn)
 : 0.93 | 8 | 12 | 0 | 7 | -5 | -1 | 7 | -3
CCc1cc(=O)oc2c3c(cc(OCC(=O)NCCCn4ccnc4)c12)OC(C)(C)CC3
 : 0.92 | -1 | 4 | -2 | -8 | 3 | 0 | 8 | -4
O=C(CSc1ncn[nH]1)NCCOc1ccccc1
 : 1.1 | -3 | 4 | 0 | -10 | -1 | -5 | -7 | 1
Cc1ccc(C(C)(O)CS(=O)(=O)Cc2ccccc2Cl)cc1 (stereo not drawn)
 : 1.1 | -5 | 16 | -2 | -5 | 10 | -3 | -8 | -7
COc1ccc(NC(=O)C(NC(=O)CC2NC(=O)NC2=O)c2ccccc2)cc1 (stereo not drawn)
 : 0.95 | 5 | 12 | -4 | -3 | -6 | 0 | 5 | -3
COc1ccccc1C(=O)N(NC(=O)Oc1ccccc1)C(C)(C)C
 : 1 | -3 | 25 | -1 | -4 | -6 | -1 | 0 | -2
O=C1c2ccccc2C(=O)N1OCCOCCOCCBr
 : 0.91 | -2 | 9 | -3 | 4 | 6 | -1 | 9 | -4
CN(C)CCN(C(=O)c1ccc(S(=O)(=O)N(C)c2ccccc2)cc1)c1nc2cc3c(cc2s1)OCCO3
 : 0.98 | 17 | 35 | -1 | 21 | 3 | -1 | 2 | -4
COc1ccc(OCCOC(=O)c2ccc(-n3cnnn3)cc2)cc1
 : 0.95 | -4 | 21 | -1 | 14 | 24 | -2 | 5 | -4
CC(C)CN1C(=O)CC(Sc2ccccc2C(=O)O)C1=O (stereo not drawn)
 : 0.96 | 12 | 10 | 3 | 1 | 14 | 2 | 4 | 2
CCOc1ccc(S(=O)(=O)N2CCOCC2)cc1NC(=O)CN1C(=O)NC(C)(c2ccccc2)C1=O (stereo not drawn)
 : 1 | -5 | -9 | 2 | 4 | 11 | -3 | -1 | 0
Cc1nn(C)c(C)c1CN(C(=O)CCc1nnc(Cc2c[nH]c3ccccc23)o1)C(C)C
 : 1 | -6 | 11 | 0 | 1 | 11 | -3 | -1 | 0
O=C(c1ccc(OC2CCN(Cc3ccc(F)cc3)CC2)cc1)N1CCCC1
 : 0.99 | -2 | 21 | 0 | -19 | 11 | 2 | 1 | -2
Cc1ccc(/C=N/NC(=O)c2ccc(NC(=O)c3ccc(Cl)cc3)cc2)o1
 : 0.95 | 3 | -13 | 0 | -29 | 14 | -2 | 5 | -5
Cc1cccc(NC(=S)N/N=C(\c2ccccc2)C(C)C)c1
 : 0.99 | -13 | 39 | -4 | 54* | 16 | -5 | 1 | -8

Values run as follows: mIAP activ | hIAP inh | tim10-1 inh | A3A deaminase | TIM10 inh | NALP3 yeast inh | MIN6 prolif | mIAP inh | APOBEC3G inh
O=C(COc1ccc(S(=O)(=O)N2CCOCC2)cc1)NCCN1CCOCC1
 : 0.99 | 5 | -10 | -4 | -2 | 9 | -1 | 0 | -18
COc1ccc(/C=N/NC(=O)c2ccc(Cn3cc([N+](=O)[O-])cn3)o2)c(OC)c1C
 : 0.95 | 11 | -1 | -5 | -4 | 15 | -1 | 5 | -7
COC(=O)c1cc(C(=O)c2cc(F)ccc2O)cn2c(=O)c3c(C)c(C)sc3nc12
 : 0.87 | 11 | -28 | -2 | -16 | 21 | -4 | 13 | -5
COc1ccc(Nc2nnc(SC(C(=O)Nc3ccc(OC)c(Cl)c3)c3ccccc3)s2)cc1 (stereo not drawn)
 : 0.94 | -26 | 6 | 1 | -7 | 9 | -3 | 6 | -2
C=CCNC(=O)COc1coc(CN2CCN(Cc3ccccc3)CC2)cc1=O
 : 1.1 | 1 | -1 | 1 | 2 | -2 | 0 | -8 | 8
O=C(O)c1ccc(CSc2nc3ccccc3o2)cc1
 : 1.1 | 1 | 25 | -1 | 7 | 6 | -2 | -10 | 12
O=C(COC(=O)/C=C/c1cccc(Cl)c1)NC1CC1
 : 0.96 | -8 | 2 | 3 | 1 | -2 | -2 | 4 | -8
CCOc1ccc(NC(=O)NCCN2CCN(c3cccc(C)c3C)CC2)cc1
 : 1.5 | 11 | 33 | 2 | 13 | 17 | -7 | -49 | -1
CCOc1ccc(CCNC(=O)CSCc2ccc(C)cc2)cc1OCC
 : 1 | 12 | 16 | 1 | 7 | 13 | 0 | -3 | -6
CCn1c(=O)cc(OCC(=O)NCC2CCCO2)c2ccccc21 (stereo not drawn)
 : 1 | 0 | 10 | 3 | -5 | 8 | 1 | -3 | 1
CNCC(=O)N1CCN(c2ncc(C(F)(F)F)cc2Cl)CC1
 : 0.94 | -1 | 13 | -1 | 0 | 16 | 4 | 6 | -6
O=C(COC(=O)c1cc(-c2ccco2)nc2ccccc12)NCc1ccccc1
 : 0.87 | 0 | 22 | 2 | 9 | 17 | -2 | 13 | 2
C=CCNC(=O)Nc1ccc2oc(C)nc2c1
 : 0.91 | -18 | 2 | -2 | -4 | 9 | 0 | 10 | 9
CCOc1ccccc1CNC(=O)C1CCN(c2nnc(C)c3c(C)n(-c4ccc(C)cc4)nc23)CC1
 : 1.3 | 23 | -1 | 2 | 11 | 0 | -7 | -26 | -2
C/C(=N/NC(=O)CNC(=O)C(c1ccccc1)c1ccccc1)c1ccco1
 : 1 | -30 | -12 | 0 | 5 | 0 | -4 | -2 | -8

Values run as follows: mIAP activ | hIAP inh | tim10-1 inh | A3A deaminase | TIM10 inh | NALP3 yeast inh | MIN6 prolif | mIAP inh | APOBEC3G inh
CN(C)c1nc(OCCOC(=O)COc2ccc(Cl)cc2Cl)nc(N(C)C)n1
 : 1.1 | 6 | 29 | -1 | 14 | 15 | 1 | -10 | -6
CC1CC(C)CN(C(=O)CNS(=O)(=O)c2ccc(Br)s2)C1 (stereo not drawn)
 : 0.88 | 6 | 9 | 0 | 27 | 4 | -2 | 12 | -2
CCOP(=O)(OCC)C(NC(=O)Nc1ccc(C)c(Cl)c1)c1ccccc1 (stereo not drawn)
 : 3.4* | 8 | 4 | -6 | 10 | -2 | -1 | -237 | -7
N#Cc1ccccc1NC(=O)CSc1cn[nH]n1
 : 1 | 5 | 1 | 2 | -15 | 16 | -1 | -2 | -6
O=C(C1CCCO1)N(c1cccc(Cl)c1)C1C=CS(=O)(=O)C1 (stereo not drawn)
 : 1 | -13 | -14 | -2 | -6 | 19 | 0 | -2 | -5
CC(NC(=O)c1ccc(-c2ccccc2)cc1)C(c1ccccc1)N1CCOCC1 (stereo not drawn)
 : 1.1 | 18 | 5 | 1 | 24 | 3 | -6 | -6 | -5
COc1ccccc1C(=O)NNC(=O)C(=O)NC(C)C
 : 1.1 | -2 | 17 | 0 | -2 | 9 | 4 | -8 | 2
Cc1ccccc1C(=O)Nc1ccccc1N1CCCCC1
 : 0.89 | -38 | 27 | -2 | -2 | -11 | 3 | 11 | -6
CCOC(=O)n1c(=O)oc2cc(S(=O)(=O)N3CCCCC3)ccc21
 : 0.91 | 22 | 31 | 0 | 28 | -11 | 2 | 9 | -6
Cc1cc(CNC(=O)c2cc(COc3c(F)cccc3F)on2)nn1C
 : 1 | -21 | 20 | -2 | 1 | -3 | -3 | -3 | -3
Cc1ccc(N)cc1NC(=O)CN1CCOCC1
 : 0.97 | -6 | -11 | -3 | 8 | 11 | -4 | 3 | 1
CC(=O)Nc1ccc(C(=O)NCCN2CCOCC2)cc1
 : 1 | -17 | 0 | 1 | 1 | 0 | 1 | -1 | -1
COC(C)(C)[C@H](O)COc1c2ccoc2cc2oc(=O)ccc12
 : 1.1 | -1 | 5 | -2 | 10 | 8 | -4 | -10 | -11
CC1=C(C#N)C(NC(=O)c2ccccc2Cl)(C(F)(F)F)C(=O)N1 (stereo not drawn)
 : 0.94 | 21 | 6 | -4 | -1 | -1 | 0 | 6 | -7
C=CCc1ccc(OCCCCN2CC(C)CC(C)C2)c(OC)c1 (stereo not drawn)
 : 1 | -18 | -23 | 4 | -35 | 8 | -1 | -1 | -1
CC(=O)C(C(c1ccccc1)c1c[nH]c2ccccc12)[N+](=O)[O-] (stereo not drawn)
 : 0.96 | -2 | 38 | -4 | 36 | -12 | -3 | 4 | -8
CCOC(=O)C(CC)Sc1cc(C)nc2ccc(OC)cc12 (stereo not drawn)
 : 1 | 2 | 20 | 4 | -4 | 1 | -1 | -2 | -5
